Compound activity from PubChem BioAssay.
ABCB6 inh MLPCN: human ABCB6 transporter inhibition. Q9NP58. K562-ABCB6 porphyrin accumulation, flow cytometry, 1 h; hits give low values. fluorescence ratio to DMSO, % at 10 µM. 0.19% of 360,000 active. AID 602162;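 active means fluorescence ratio to DMSO below 75%, the collection mean minus 3 SD; inconclusive means too few cells collected in the well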;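 further: signal is porphyrin accumulated inside mitochondria; 100% equals median channel fluorescence of DMSO control wells; lower ratio means ABCB6 inhibition with less porphyrin fluorescence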
m5-HT2A agonist: activates the mouse 5-HT2A serotonin receptor; P35363; CHO-K1 mHTR2A beta-arrestin complementation, luminescence; percent of 30 µM serotonin response; activation, % at 7.6 µM; 0.66% of 360,000 active;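 active means activation above a run cutoff, the mean activation of all tested compounds plus 3 SD, cut at about 14% in these data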;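 further: 0% = plate median of compound wells and 100% = 30 µM serotonin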
SRC2 inh: inhibits human steroid receptor coactivator 2; inhibition, % at 9 µM; HEK293 GAL4-SRC2 luciferase reporter, luminescence; 0.17% of 370,000 active; Q15596; AID 651957;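 active means inhibition above the mean inhibition of all tested compounds plus 3 SD, set per campaign, cut at about 52% in these data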;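 further: 0% = DMSO treated cells and 100% = cells given Gossypol at 36 µM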
ABHD5 PLIN5 PPI: inhibitors of human ABHD5-perilipin-5 interaction; Q00G26+Q8WTS1; inhibition, % at 4 µM; Split G. princeps luciferase complementation, luminescence, 4 h; 0.78% of 360,000 active; AID 602281;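 active means inhibition above the mean inhibition across every tested compound plus 3 SD, cut at about 22% in these data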;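 further: 0% = DMSO only wells and the 100% control is not disclosed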
Target sequence (Q00G26 whole entry, looked up): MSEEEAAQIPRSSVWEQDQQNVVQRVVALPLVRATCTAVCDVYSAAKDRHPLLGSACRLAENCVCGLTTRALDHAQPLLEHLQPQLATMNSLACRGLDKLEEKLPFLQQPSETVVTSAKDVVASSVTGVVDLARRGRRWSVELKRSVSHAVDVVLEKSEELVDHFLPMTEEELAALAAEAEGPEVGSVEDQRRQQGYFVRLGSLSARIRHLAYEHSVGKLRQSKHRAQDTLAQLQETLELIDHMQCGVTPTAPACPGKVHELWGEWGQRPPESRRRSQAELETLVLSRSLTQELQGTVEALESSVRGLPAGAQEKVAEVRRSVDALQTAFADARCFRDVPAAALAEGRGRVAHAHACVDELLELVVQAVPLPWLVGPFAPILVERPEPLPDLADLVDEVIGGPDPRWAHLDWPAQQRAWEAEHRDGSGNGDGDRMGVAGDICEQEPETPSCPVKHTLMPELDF
Target sequence (Q8WTS1 whole entry, looked up): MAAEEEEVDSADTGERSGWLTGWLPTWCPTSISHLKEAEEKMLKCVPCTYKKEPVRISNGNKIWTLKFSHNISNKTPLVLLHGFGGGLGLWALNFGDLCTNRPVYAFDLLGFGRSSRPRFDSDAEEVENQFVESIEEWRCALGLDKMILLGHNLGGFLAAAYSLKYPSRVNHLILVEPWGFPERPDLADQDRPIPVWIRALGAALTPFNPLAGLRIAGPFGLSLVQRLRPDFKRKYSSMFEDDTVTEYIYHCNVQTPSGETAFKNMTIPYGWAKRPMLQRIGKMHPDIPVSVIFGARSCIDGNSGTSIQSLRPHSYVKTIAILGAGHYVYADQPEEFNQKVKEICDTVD
MC4R barr agon: agonists of human melanocortin 4 receptor (MC4R) beta-arrestin; activation, % at 8.9 µM; AID 540308; U2OS MC4R beta-arrestin complementation, luminescence; percent of melanotan II response, DMSO zero; 0.98% of 360,000 active;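 active means activation above a per-plate cutoff, the mean activation of sample wells on that plate plus 3 SD, cut at about 8% in these data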
MC4R antag cAMP: antagonists of human melanocortin 4 receptor (MC4R) | P32245 | MC4R-expressing cells, MTII-stimulated cAMP, LANCE TR-FRET | inhibition, % at 6.5 µM | 0.48% of 360,000 active;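 active means inhibition above its plate's cutoff, the mean of tested wells on that plate plus 3 SD, cut at about 29% in these data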;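 further: 0% = Melanotan II alone and 100% = Melanotan II plus saturating MCL0020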
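Material: U2OS-MC4R stable cell line | Reagent: Melanotan II challenge after compound preincubation | Doses: One concentration, 6.5 µM nominal | Incubation: 30-min compound preincubation, 1-h Melanotan II challenge, 1-h detection, room temperature | Signal: TR-FRET cAMP assay | Replicates: One well per compound, no replicates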
Glyco luc inh: blocks N-linked glycosylation in D54 reporter cells | D54 ERlucT glycosylation luciferase reporter, 24 h; percent of 100 nM tunicamycin response | reporter increase, % at 12.5 µM | 0.23% of 360,000 active | AID 588692;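 active means mean luciferase reporter signal, scaled so untreated is 0 and the glycosylation-blocking control 100, at or above a set limit in every replicate; inconclusive means mean reaches the limit but not every replicate does; inactive means mean below the limit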;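 further: luciferase carries N-glycosylation sites so blocking glycosylation raises the light; 0% = median of neutral control wells and 100% = median of 100 nM tunicamycin wells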
TLR9-MyD88 block: TLR9-MyD88 interaction inhibition; Q9NR96+Q99836; CHO BLA complementation TLR9-MyD88, CCF4 FRET ratio; inhibition, % at 4.98 µM; 0.21% of 340,000 active; AID 504734;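 active means inhibition above the mean over all tested compounds plus 3 SD, cut at about 21% in these data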;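 further: 0% = DMSO only wells and 100% = clavulanate BLA inhibitor control wells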
H9c2 protect: myocardial damage modulation in H9c2 cells. AID 588492. protection from H2O2 cell death, % at 20 µM. H9c2 cardiomyocytes, H2O2 injury protection, ATPLite, 2 h. 0.63% of 360,000 active;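 active means compounds giving at least 50% protection of heart cells from peroxide-induced death in the single-dose screen, raw or plate-pattern-corrected value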;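 further: 0% = DMSO wells with peroxide and 100% = DMSO wells without peroxide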
NOD2 RIPK2 PPI: NOD2-RIPK2 protein interaction inhibition; CHO BLA complementation NOD2-RIPK2, CCF4 ratio; inhibition, % at 4.98 µM; 0.38% of 360,000 active; in the data active means inhibition above about 21%;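 further: 0% = vehicle only and 100% = reference blocker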
Starred values were filed as active, the others as inactive.

Results for COc1ccc(Nc2nc(N)nc(C(F)(F)F)n2)c(OC)c1 ?
ABCB6 inh MLPCN: 95; m5-HT2A agonist: -1; SRC2 inh: -34; ABHD5 PLIN5 PPI: -3; MC4R barr agon: -1.8; MC4R antag cAMP: 0; Glyco luc inh: 2; TLR9-MyD88 block: -10; H9c2 protect: 2; NOD2 RIPK2 PPI: -13

How did CCc1nn(CC(=O)NCCCN2CCN(C)CC2)c(=O)c2cc3occc3n12 do in these assays?
ABCB6 inh MLPCN: 101; m5-HT2A agonist: 3; SRC2 inh: 3; ABHD5 PLIN5 PPI: 3; MC4R barr agon: -0.9; MC4R antag cAMP: 1; Glyco luc inh: 2; TLR9-MyD88 block: 9; H9c2 protect: 4; NOD2 RIPK2 PPI: -14

How did Cc1ccc(S(=O)(=O)N2CCOCCOCCOCCOCCOCC2)cc1 do in these assays?
ABCB6 inh MLPCN: 97; m5-HT2A agonist: -1; SRC2 inh: 3; ABHD5 PLIN5 PPI: -5; MC4R barr agon: -0.6; MC4R antag cAMP: 2; Glyco luc inh: 1; TLR9-MyD88 block: -15; H9c2 protect: 7; NOD2 RIPK2 PPI: -8

What do the screens show for `Cc1nn(CC(=O)OCC(=O)c2ccccc2)c(C)c1[N+](=O)[O-]`?
ABCB6 inh MLPCN: 99; m5-HT2A agonist: 2; SRC2 inh: 14; ABHD5 PLIN5 PPI: 1; MC4R barr agon: -1.6; MC4R antag cAMP: 9; Glyco luc inh: 0; TLR9-MyD88 block: 13; H9c2 protect: -2; NOD2 RIPK2 PPI: -29

Results for Cc1cc([N+](=O)[O-])ccc1NC(=O)c1cncc(Br)c1 ?
ABCB6 inh MLPCN: 98; m5-HT2A agonist: 16*; SRC2 inh: -7; ABHD5 PLIN5 PPI: -6; MC4R barr agon: -1.2; MC4R antag cAMP: -5; Glyco luc inh: -4; TLR9-MyD88 block: -6; H9c2 protect: 5; NOD2 RIPK2 PPI: 1

How did C=CCN(CC=C)CC(O)CN(c1cc([N+](=O)[O-])ccc1OC)S(=O)(=O)c1ccccc1 (stereo not given) do in these assays?
ABCB6 inh MLPCN: 97; m5-HT2A agonist: -10; SRC2 inh: -50; ABHD5 PLIN5 PPI: -3; MC4R barr agon: -1.8; MC4R antag cAMP: -2; Glyco luc inh: -6; TLR9-MyD88 block: 0; H9c2 protect: 0; NOD2 RIPK2 PPI: 8

How did Cc1cc(C)c(NC(=S)NC(CO)(CO)CO)c(C)c1 do in these assays?
ABCB6 inh MLPCN: 101; m5-HT2A agonist: 12; SRC2 inh: -15; ABHD5 PLIN5 PPI: -1; MC4R barr agon: 0.6; MC4R antag cAMP: 2; Glyco luc inh: 2; TLR9-MyD88 block: 11; H9c2 protect: 2; NOD2 RIPK2 PPI: -1

What do the screens show for `Cc1ccc(Nc2nc(-c3ccc(C)cc3)c(CC(=O)O)s2)cc1`?
ABCB6 inh MLPCN: inconclusive; m5-HT2A agonist: -1; SRC2 inh: -39; ABHD5 PLIN5 PPI: -45; MC4R barr agon: -0.8; MC4R antag cAMP: 6; Glyco luc inh: 6; TLR9-MyD88 block: 5; H9c2 protect: -7; NOD2 RIPK2 PPI: 17

Results for COc1cccc(CNC(=O)[C@@H]2CCCN2C(=O)[C@@H]2CCCN2C(=O)c2ccccc2)c1 ?
ABCB6 inh MLPCN: 99; m5-HT2A agonist: 3; SRC2 inh: 8; ABHD5 PLIN5 PPI: -6; NOD2 RIPK2 PPI: 4

What do the screens show for `CC(=O)N1c2ccc(S(=O)(=O)NCC3CCC(C(=O)NCc4ccco4)CC3)cc2CC1C` (stereo not given)?
ABCB6 inh MLPCN: 101; m5-HT2A agonist: -3; SRC2 inh: -9; ABHD5 PLIN5 PPI: -2; MC4R barr agon: -1.1; MC4R antag cAMP: 2; Glyco luc inh: -1; TLR9-MyD88 block: 13; H9c2 protect: -1; NOD2 RIPK2 PPI: 1

Results for O=[N+]([O-])c1ccc(/C=N/Nc2nc(N3CCCCC3)nc(N3CCCCC3)n2)o1 ?
ABCB6 inh MLPCN: 99; m5-HT2A agonist: -7; SRC2 inh: 11; ABHD5 PLIN5 PPI: -5; MC4R barr agon: 1.3; MC4R antag cAMP: 8; Glyco luc inh: 7; TLR9-MyD88 block: 5; H9c2 protect: 8; NOD2 RIPK2 PPI: -1

What do the screens show for `Cc1cccc(N2C(=O)CC(Sc3nc(-c4ccccc4)c4cc(Cl)ccc4n3)C2=O)c1` (stereo not given)?
ABCB6 inh MLPCN: 97; m5-HT2A agonist: -1; SRC2 inh: -7; ABHD5 PLIN5 PPI: 2; MC4R barr agon: 0.2; MC4R antag cAMP: 14; Glyco luc inh: 1; TLR9-MyD88 block: 2; H9c2 protect: -9; NOD2 RIPK2 PPI: 5

How did COc1ccc(-c2c[n+]3c(n2-c2ccccc2)SCC3)cc1 do in these assays?
ABCB6 inh MLPCN: 95; m5-HT2A agonist: -4; SRC2 inh: 14; ABHD5 PLIN5 PPI: 6; MC4R barr agon: -0.6; MC4R antag cAMP: -2; Glyco luc inh: 1; TLR9-MyD88 block: -6; H9c2 protect: -8; NOD2 RIPK2 PPI: 8

How did COc1ccc(S(=O)(=O)N(C)CC(=O)NCCC2=CCCCC2)cc1C do in these assays?
ABCB6 inh MLPCN: 99; m5-HT2A agonist: -3; SRC2 inh: -7; ABHD5 PLIN5 PPI: -3; MC4R barr agon: -1.1; MC4R antag cAMP: 2; Glyco luc inh: 2; TLR9-MyD88 block: -1; H9c2 protect: -8; NOD2 RIPK2 PPI: -1

How did CC1(C)CNC(=O)CC(C)(C)N1O do in these assays?
ABCB6 inh MLPCN: 100; m5-HT2A agonist: 5; SRC2 inh: -14; ABHD5 PLIN5 PPI: -5; MC4R barr agon: -1.0; MC4R antag cAMP: 15; Glyco luc inh: 3; TLR9-MyD88 block: 4; H9c2 protect: 0; NOD2 RIPK2 PPI: -13

What do the screens show for `COc1ccc(Br)c(C(=O)Nc2cccc(Cl)c2Cl)c1`?
ABCB6 inh MLPCN: 96; m5-HT2A agonist: -2; SRC2 inh: 12; ABHD5 PLIN5 PPI: -6; MC4R barr agon: -1.0; MC4R antag cAMP: 2; Glyco luc inh: -1; TLR9-MyD88 block: 6; H9c2 protect: 2; NOD2 RIPK2 PPI: -2

How did CCN(CC)S(=O)(=O)c1ccc(N2CCN(CCOc3ccc(OC)cc3)CC2)nc1 do in these assays?
ABCB6 inh MLPCN: 97; m5-HT2A agonist: 5; SRC2 inh: -4; ABHD5 PLIN5 PPI: -4; MC4R barr agon: 0.9; MC4R antag cAMP: 10; Glyco luc inh: -2; TLR9-MyD88 block: -13; H9c2 protect: -14; NOD2 RIPK2 PPI: 6

What do the screens show for `Cc1nn(-c2ccccc2)c(N)c1C(O)(CC(=O)C(F)(F)F)C(F)(F)F` (stereo not given)?
ABCB6 inh MLPCN: 101; m5-HT2A agonist: 1; SRC2 inh: 0; ABHD5 PLIN5 PPI: 2; MC4R barr agon: 2.5; MC4R antag cAMP: 12; Glyco luc inh: 12; TLR9-MyD88 block: -7; H9c2 protect: -12; NOD2 RIPK2 PPI: 0

How did CN(C)CCN1C(=O)C(=O)/C(=C(/O)c2ccc(S(=O)(=O)N3CCOCC3)cc2)C1c1ccccc1 (stereo not given) do in these assays?
ABCB6 inh MLPCN: 98; m5-HT2A agonist: -3; SRC2 inh: 10; ABHD5 PLIN5 PPI: 4; MC4R barr agon: -1.0; MC4R antag cAMP: 6; Glyco luc inh: 1; TLR9-MyD88 block: -1; H9c2 protect: 4; NOD2 RIPK2 PPI: -1

Results for Cc1cc(C)c(S(=O)(=O)NCCc2ccccc2)c(C)c1 ?
ABCB6 inh MLPCN: 97; m5-HT2A agonist: 5; SRC2 inh: -25; ABHD5 PLIN5 PPI: 4; MC4R barr agon: 8.4*; MC4R antag cAMP: -8; Glyco luc inh: -4; TLR9-MyD88 block: -6; H9c2 protect: 0; NOD2 RIPK2 PPI: 9

What do the screens show for `CCNC(=O)C1(C)CCCN(C(=O)c2ccc(C(F)(F)F)nc2C)C1` (stereo not given)?
ABCB6 inh MLPCN: 96; m5-HT2A agonist: 0; SRC2 inh: -1; ABHD5 PLIN5 PPI: 2; MC4R barr agon: 0.2; MC4R antag cAMP: -3; Glyco luc inh: 2; H9c2 protect: 5; NOD2 RIPK2 PPI: 7

Results for COc1ccc(CN2CCN(CCCc3ccccc3)C(CCO)C2)c(OC)c1 (stereo not given) ?
ABCB6 inh MLPCN: 104; m5-HT2A agonist: -14; SRC2 inh: 4; ABHD5 PLIN5 PPI: -2; MC4R barr agon: 0.6; MC4R antag cAMP: -3; Glyco luc inh: -1; TLR9-MyD88 block: 4; H9c2 protect: -5; NOD2 RIPK2 PPI: -10

How did O=C(Nc1cc(S(=O)(=O)N2CCOCC2)ccc1N1CCOCC1)c1ccccc1F do in these assays?
ABCB6 inh MLPCN: 98; m5-HT2A agonist: 1; SRC2 inh: 4; ABHD5 PLIN5 PPI: -3; MC4R barr agon: -1.9; MC4R antag cAMP: 5; Glyco luc inh: -2; TLR9-MyD88 block: -1; H9c2 protect: 1; NOD2 RIPK2 PPI: -1

How did O=C(CSc1nc2ccccc2o1)Nc1nc2c(s1)CCCC2 do in these assays?
ABCB6 inh MLPCN: 95; m5-HT2A agonist: 1; SRC2 inh: 12; ABHD5 PLIN5 PPI: -1; MC4R barr agon: -1.6; MC4R antag cAMP: -3; Glyco luc inh: -17; TLR9-MyD88 block: 1; H9c2 protect: -29; NOD2 RIPK2 PPI: 8

What do the screens show for `COc1ccc(CNC(=O)C2(C)Cc3c(-c4ccccc4)ccnc3O2)cc1OC` (stereo not given)?
ABCB6 inh MLPCN: 101; m5-HT2A agonist: -2; SRC2 inh: -16; ABHD5 PLIN5 PPI: 0; MC4R barr agon: -1.6; MC4R antag cAMP: -2; Glyco luc inh: 1; H9c2 protect: 6; NOD2 RIPK2 PPI: 5

Results for CCCNC(=O)c1cc(C2CCCN(C(=O)c3ccc(NC(C)=O)cc3)C2)on1 (stereo not given) ?
ABCB6 inh MLPCN: 98; m5-HT2A agonist: 6; SRC2 inh: -2; ABHD5 PLIN5 PPI: 16; MC4R barr agon: 1.4; MC4R antag cAMP: 4; Glyco luc inh: 1; H9c2 protect: 0; NOD2 RIPK2 PPI: 5

What do the screens show for `Cc1ccc2c(c1)NC(=O)c1cc([N+](=O)[O-])ccc1O2`?
ABCB6 inh MLPCN: 94; m5-HT2A agonist: 2; SRC2 inh: 0; ABHD5 PLIN5 PPI: 2; MC4R barr agon: -3.4; MC4R antag cAMP: 0; Glyco luc inh: 0; TLR9-MyD88 block: 5; H9c2 protect: 1; NOD2 RIPK2 PPI: 6

How did N#Cc1cn(CCOC(=O)c2cccc(C(F)(F)F)c2)c(=O)[nH]c1=O do in these assays?
ABCB6 inh MLPCN: 102; m5-HT2A agonist: -1; SRC2 inh: -3; ABHD5 PLIN5 PPI: -2; MC4R barr agon: -1.6; MC4R antag cAMP: 1; Glyco luc inh: -1; TLR9-MyD88 block: -10; H9c2 protect: -10; NOD2 RIPK2 PPI: -5

The list is partial. The share of hits here may be higher or lower than overall.
